Assay outcomes deposited in PubChem BioAssay by several laboratories.
ER stress rescue: protection against thapsigargin-triggered cell killing – 384-well, CSM14.1, ATP luminescence, primary screen (AID 1222) | CSM14.1 thapsigargin-induced death rescue, ATP luminescence; higher % means a stronger effect | cellular ATP content (survival), % at 20 µM; hits with a dose series show EC50 in µM | 190,000 tested, under 10 active;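 active = EC50 below 50 µM in the dose-response confirmation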;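 also: death triggered by thapsigargin at about 15 µM added after 2 h compound pretreatment; cell ATP read after overnight thapsigargin exposure of roughly 18 to 22 hours; normalized against plate controls of thapsigargin alone and 5% DMSO vehicle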
PhoP inhibition: inhibitors of PhoP regulon expression, primary screen, Salmonella Typhimurium, GFP reporter (AID 1863). S. Typhimurium PhoP-regulated promoter GFP reporter, 4 h; higher % means a stronger effect. inhibition, % at 50 µM; hits with a dose series show IC50 in µM. 300,000 compounds, 0.16% hits;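 active = inhibition over 29.93%, a cutoff 3 SD above the screen mean, later confirmed by dose response; inconclusive = inhibition over 29.93% but no dose response follow-up; inactive = inhibition at most 29.93% or unconfirmed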;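 also: 0% = low Mg2+ inducing control and 100% = high Mg2+ repressing control; strong numbers were not always called active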
T cell HTS: modulates CD8 T cell binding to vesicles | 2C CD8+ T cell-vesicle binding, flow cytometry; active compounds read low | calls only at 7 µM | 330,000 compounds, 0.068% hits;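 active = response, share of CD8 T cells binding vesicles, and their 90th percentile fluorescence all below set limits, cut at about 80% in these data, passing the limit was not always enough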
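Assay system: 2C TCR transgenic mouse naive CD8+ T cells, MACS-purified | Read-out: CD8+ gate FL2 mean fluorescence as % of same-row positive control | Signal: High-throughput flow cytometry with anti-B7-1 and anti-CD8 staining | Timing: Binding step 1.5 h, 37 °C, antibody labelling 20 min, ice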
MT stabilizer: microtubule stabilizers in HeLa cells | HeLa tubulin immunostaining HCS, 24 h; share of cells brighter than vehicle mean+2SD | % tubulin-high responders, % at 10 µM | 200,000 compounds, 0.83% hits | AID 2205;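 active = plate Z-score above 3 for both tubulin-high and condensed-nucleus cell shares, with cell loss under 80%, at 10 µM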;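 also: anti alpha tubulin signal scored within the nucleus-defined area of each cell; some results filed as inactive read as strong as hits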
b-catenin transl: beta-catenin nuclear translocation modulation; HeLa beta-catenin nuclear translocation, immunofluorescence imaging; 190,000 compounds, 0.3% hits; nuclear translocation activity, % at 5 µM;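 active = nuclear translocation activity above 50% at 5 µM, with a well cell count of 50 or more; inconclusive = wells under 50 cells across six images, flagged as toxic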;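 also: per-cell ratio of nuclear to cytoplasmic median beta-catenin stain intensity; plate controls were DMSO negative control for no effect and GSK-3 inhibitor IX positive control for full effect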
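Test system: human HeLa cells, endogenous beta-catenin. Times: 24 h compound exposure, 37°C. Measured by: beta-catenin immunofluorescence imaging with DAPI.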
Dynein cargo inh: blocks dynein driven cargo transport along microtubules | 3617.4 mouse cells, GR-EGFP nuclear translocation imaging; test concentration mostly 20 µM; stimulated with dexamethasone, 1 µM; active compounds read low | z-score, hits read low | 220,000 compounds, 0.47% hits;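 active = plate z-score of nuclear minus cytoplasmic receptor signal below a set negative limit, without overly bright fluorescence or cell loss, cut at about -3.5 in these data, passing the limit was not always enough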;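 also: z-score of nuclear minus cytoplasmic ring GR-EGFP intensity difference per well; some compounds called inactive have numbers as strong as hits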
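Buffer or medium: tet-free, stripped-serum medium; reagent: dexamethasone at 1.0 µM final, 30 min; incubation: 48 h induction, 1 h compound, 30 min dex at 37 °C; measured by: formaldehyde fixation, Hoechst nuclear stain, 10x automated fluorescence imaging; read-out: nuclear-to-cytoplasmic GR-EGFP distribution per well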
Autophagy mod: alters autophagy in cells; MEF GFP-LC3 puncta imaging; test concentration mostly 10 µM; calls only at 10 µM (by protocol); 190,000 compounds, 0.98% hits; AID 463193;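 active = percentage of spot-positive cells more than 3 SD above its plate mean, without a fluorescence outlier flag or 80% toxicity; inconclusive = no clear call, values can overlap the other calls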;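 also: spot-positive cell cutoff set from DMSO-treated cells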
Hep lipid drop: hepatic lipid droplet formation modulation | inhibition, % at 6.5 µM | AML12 mouse hepatocytes, oleate lipid droplets, BODIPY imaging | 240,000 compounds, 0.4% hits;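 active = lipid droplet intensity inhibited by at least 50%, with more than 500 cells counted; inconclusive = wells with under 300 cells, treated as cytotoxic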
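Assay system: AML12 mouse liver cells | Compound: 6.5 µM single-point dosing | Schedule: Overnight exposure | Technique: Fluorescence imaging, 20x objective, two fields per well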
Insulin prom up: MIN6 insulin promoter up-regulation | MIN6 insulin promoter-GFP reporter, high-content imaging; active compounds read high | z-score at 5 µM | 190,000 compounds, 0.3% hits | AID 1625;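 active = z-score above 3 at 5 µM with at least 500 cells counted in the well; inconclusive = wells under 500 cells, flagged as cytotoxic or low count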
Dynein cargo inh cytoplasmic EGFP: also measured in Dynein cargo inh; calls as there; z-score; measured here: cytoplasmic GR-EGFP intensity; active compounds read high
Dynein cargo inh nuclear GR-EGFP: also measured in Dynein cargo inh; calls as there; z-score; measured here: nuclear GR-EGFP intensity;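 lower value marks the stronger effect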
Dynein cargo inh cell count: also measured in Dynein cargo inh; calls as there; z-score; measured here: cell count per field
Insulin prom up cell count: also measured in Insulin prom up; calls as there; cell count; measured here: cytotoxicity, nuclei count;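 total cells summed across four imaged fields per well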
Hep lipid drop cells 6.5 µM: recorded beside Hep lipid drop, whose call it bears; cell count; measured here: cell count, cytotoxicity flag;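 cells counted across two imaged fields per well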
b-catenin transl cell count 5 µM: recorded beside b-catenin transl, whose call it bears; cell count; measured here: cell count, cytotoxicity flag
T cell HTS vesicle-bound %: recorded beside T cell HTS, whose call it bears; double positive events, %; measured here: CD8+ vesicle-bound cell fraction;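 binding gate set so that unloaded-vesicle control wells show 10% double positive cells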
MT stabilizer Hoechst-high %: further read-out of MT stabilizer, marked with its call; % Hoechst-high responders; measured here: nuclear condensation Hoechst responders;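 share of cells brighter than vehicle mean plus two SD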
MT stabilizer cytotoxicity %: second read-out of MT stabilizer, no call of its own (marks repeat the call); toxicity, %; measured here: cytotoxicity by cell density;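 0% = mean cell density of plate MIN control wells and 100% = no cells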
Autophagy mod cell loss 18 h: further read-out of Autophagy mod, marked with its call; toxicity, %; measured here: cell loss, nuclei count;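 cell loss after 18 h compound exposure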
* marks the source's active call; other numbers are inactive results; i = inactive; ? = inconclusive; / = not tested or not shown. Not all compounds are listed; the hit share may differ from the screen's.

SMILES	ER stress rescue	PhoP inhibition	T cell HTS	T cell HTS vesicle-bound %	MT stabilizer	MT stabilizer Hoechst-high %	MT stabilizer cytotoxicity %	b-catenin transl	b-catenin transl cell count 5 µM	Dynein cargo inh	Dynein cargo inh cytoplasmic EGFP	Dynein cargo inh nuclear GR-EGFP	Dynein cargo inh cell count	Autophagy mod	Autophagy mod cell loss 18 h	Hep lipid drop	Hep lipid drop cells 6.5 µM	Insulin prom up	Insulin prom up cell count
FC(F)(F)c1cccc(-n2nnnc2C2(N3CCOCC3)CCCCC2)c1	-0.6%	11%	i	13	3.0	1.7	7.3	2.3	1387	1.6	-0.078	1.3	-0.2	i	18	/	/	0.64	1470
CN(C)c1ccc(/C=C/c2cc[n+](C)c3ccccc23)cc1	-2.2%	-32%	/	/	9.8	1.4	5.2	9.3	1333	0.58	-0.23	0.99	-1.4	i	9	-19	600	?	/
COc1ccc(C(=O)N2CCOCC2)cc1S(=O)(=O)N1CCC(C)CC1	-1.3%	3%	i	9	1.6	2.2	42	0.0	1046	0.04	-0.23	0.48	0.63	i	0	0	670	-0.01	1845
OCc1cnc[nH]1	-1.3%	-3%	i	20	3.9	3.0	7.3	/	/	-0.64	-0.32	0.19	0.69	i	-30	-5	711	/	/
COCCNC(=O)CN1C(=O)CN=C(c2ccccc2)c2ccccc21	/	0%	i	21	/	/	/	0.9	1271	0.25	-0.24	0.6	-0.033	/	/	/	/	-0.26	1006
Cc1ccc(-n2c(C)nc3ccccc3c2=O)c(C)c1	/	-9%	i	33	/	/	/	-3.2	1087	0.28	-0.24	0.093	-0.87	/	/	-45	734	/	/
COC(=O)c1cncn1C(C)c1ccccc1 (configuration not stated)	/	8%	i	58	4.5	2.0	7.0	/	/	1.2	0.19	1.6	-1.8	i	-1	3	710	-0.05	790
COc1ccc2c(CN3CC=C(c4ccccc4)CC3)cc(=O)oc2c1	-0.5%	6%	i	51	2.2	1.4	3.0	-1.0	1131	-0.061	-0.47	0.11	2.1	i	7	-5	636	0.11	1361
O=c1[nH]c(=S)[nH]c(O)c1N=Nc1ccc(OC(F)F)cc1	-1.0%	-1%	i	11	9.4	1.5	33	0.5	995	-0.1	-0.34	0.29	0.32	i	20	12	634	0.63	1269
Nc1ccc(C2(c3ccc(N)cc3)CN3CCC2CC3)cc1	-4.0%	0%	i	17	1.2	0.6	3.8	-0.1	1140	0.66	-0.14	0.75	-0.41	i	-7	5	769	-0.72	830
C/C(=N\N1CCCCCC1)c1c(O)n(C2CCCCC2)c(=O)[nH]c1=O	/	-8%	i	42	/	/	/	-0.4	1331	-0.18	-0.22	-0.14	0.58	/	/	11	759	-0.75	1376
Nc1cccc(N=Cc2c(O)n(Cc3ccc(F)cc3)c(=O)[nH]c2=O)c1	-1.7%	-9%	i	15	3.4	1.5	3.8	3.3	1184	-0.62	-0.15	0.21	0.015	i	4	29	803	/	/
O=C1NC(=O)C(=Cc2ccc(N3CCOCC3)o2)C(=O)N1	2.0%	-3%	i	59	9.3	0.7	3.8	-1.4	990	0.38	-0.34	0.1	0.39	i	-2	1	630	1.7	1685
COc1cc(Cn2c(N)c(C(=O)NCc3ccco3)c3nc4ccccc4nc32)cc(OC)c1OC	-3.0%	-1%	i	24	11	3.1	20	3.0	1048	0.083	-0.071	0.4	-0.23	i	-11	-14	716	/	/
CCOc1ccc(C2SCC(=O)Nc3c2c(=O)[nH]n3C2CCCCCC2)cc1 (configuration not stated)	-0.3%	8%	i	43	6.3	2.6	9.2	-2.0	765	0.26	-0.093	0.58	-0.13	i	11	/	/	-0.04	1230
CC(=O)CC(c1ccccc1[N+](=O)[O-])c1c(O)c2ccccc2oc1=O (configuration not stated)	/	-10%	i	37	/	/	/	2.7	1238	0.57	-0.24	0.21	-0.16	/	/	-12	633	-0.07	1095
CC(=O)Nc1ccc(OC(=O)N(C)C)cc1	1.8%	-1%	i	36	4.2	3.5	6.3	-3.0	901	-0.43	-0.33	-0.24	0.47	i	-10	/	/	1.4	1308
CN1C2CCC1CC(OC(=O)c1cc(Cl)cc(Cl)c1)C2 (configuration not stated)	-1.8%	15%	i	9	1.8	0.8	1.4	/	/	-0.75	-0.33	-0.1	0.59	i	-16	-23	652	1.7	886
CC(=O)OC1C2CCC1C(N1CCCC1)CC2 (configuration not stated)	-0.6%	2%	i	41	0.7	1.5	23	-1.5	1279	-0.42	0.082	-0.2	0.12	i	-14	8	782	-0.52	984
Cc1nn(Cc2ccccc2)c(C)c1C(=O)OCC(=O)NCc1ccco1	0.5%	2%	i	62	1.4	2.3	19	/	/	-0.018	0.82	-0.17	0.32	i	3	10	781	-0.55	820
Cc1ccc(-n2c(O)c(C=NCC3CCCO3)c(=O)[nH]c2=O)c(C)c1 (configuration not stated)	/	-5%	i	26	/	/	/	-0.2	1382	1.6	-0.22	1.4	-1.4	/	/	-19	710	0.26	1060
C=CCn1c(=O)c(C=Nc2c(OC)cccc2[N+](=O)[O-])c(O)n(CCCC)c1=O	-0.9%	-1%	i	49	2.6	1.9	1.4	-3.3	576	-0.037	-0.27	0.66	0.55	i	-47	-4	611	0.72	1358
CCOC(=O)C1CCN(/C=C2/C(=O)NC(=S)N(c3ccccc3F)C2=O)CC1	-0.1%	-9%	i	56	2.9	1.2	9.8	-1.7	1072	-0.58	-0.24	0.17	-0.56	i	23	4	645	-0.38	1584
CSc1ccc(CN2CCN(C(=O)COc3cccc(C)c3)CC2)cc1	0.5%	0%	i	50	7.9	2.1	4.2	1.0	988	-0.14	-0.32	0.37	0.98	i	18	-11	644	-0.51	1581
COc1ccc(CN2C(=O)NC(=O)/C(=C\c3ccc(OC)c(OC)c3OC)C2=O)cc1	-1.5%	0%	i	66	2.3	2.1	4.8	1.2	1075	-0.11	-0.35	-0.14	0.93	i	6	-1	716	0.14	1220

The listing continues:
SMILES	ER stress rescue	PhoP inhibition	T cell HTS	T cell HTS vesicle-bound %	MT stabilizer	MT stabilizer Hoechst-high %	MT stabilizer cytotoxicity %	b-catenin transl	b-catenin transl cell count 5 µM	Dynein cargo inh	Dynein cargo inh cytoplasmic EGFP	Dynein cargo inh nuclear GR-EGFP	Dynein cargo inh cell count	Autophagy mod	Autophagy mod cell loss 18 h	Hep lipid drop	Hep lipid drop cells 6.5 µM	Insulin prom up	Insulin prom up cell count
COP(=O)(NC(=O)C(Cl)(Cl)Cl)OC	/	-12%	i	16	/	/	/	-0.4	1319	0.45	-0.23	0.54	0.048	/	/	9	642	0.38	1093
O=c1[nH]c(=S)n(CCC2=CCCCC2)c(O)c1C=NCc1cccnc1	6.8%	-8%	i	36	2.1	1.6	4.3	-0.5	1159	-0.8	-0.26	-0.23	0.67	i	28	1	757	0.66	848
S=C1NCCN1	-1.4%	-1%	i	21	2.5	2.6	7.1	0.5	549	-0.2	-0.23	0.089	0.73	i	-36	10	718	/	/
CN(CC(=O)Nc1ccccc1-c1ccccc1)C1CCCCC1	4.1%	8%	i	42	3.6	2.3	7.9	5.1	104	-0.48	-0.16	-0.42	0.97	i	-3	-31	706	/	/
CC(NCc1ccccc1C(F)(F)F)C(O)c1ccccc1 (configuration not stated)	-1.5%	2%	i	54	2.8	1.9	9.1	-0.5	1501	0.095	-0.085	-0.17	-0.036	i	-7	-5	595	/	/
NCCCP(=O)(O)CCc1ccccc1	-1.3%	8%	i	32	4.5	2.8	7.3	-0.1	1042	0.86	-0.023	0.69	-0.4	i	-9	/	/	/	/
CCOc1ccc(N2C(=O)NC(=O)/C(=C\c3cc(OC)c(OC)cc3[N+](=O)[O-])C2=O)cc1	3.0%	-4%	i	37	3.5	1.1	8.2	0.1	975	-0.28	-0.21	-0.067	0.32	i	1	2	538	0.18	1292
COc1ccc(C(=O)C2CCCN(C3CSCCSC3)C2)cc1OC (configuration not stated)	-1.0%	-8%	i	30	5.0	2.7	11	-0.6	1017	-0.43	-0.27	-0.13	0.59	i	17	4	682	0.29	1509
COc1ccccc1CN1CCN(C(=O)Cc2ccccc2)CC1	1.9%	0%	i	59	/	/	/	-5.0	983	/	/	/	/	/	/	/	/	/	/
CCCCCCC(=O)c1c(O)n(-c2ccc(OC)cc2)c(=O)[nH]c1=O (tested in a mixture with another compound)	/	-9%	i	11	/	/	/	0.8	1348	0.089	-0.16	0.067	0.13	/	/	21	674	-0.21	1060
COc1ccccc1N=Cc1c(O)n(C)c(=O)n(C)c1=O	1.6%	-6%	i	47	3.3	1.9	5.0	-2.0	935	-0.51	-0.33	-0.25	0.37	i	8	/	/	1.1	1334
Cc1cc(/C=C2\C(=O)NC(=O)N(Cc3ccccc3)C2=O)c(C)n1C1CC1	0.2%	-19%	i	20	3.0	1.6	6.1	-2.8	1105	0.059	-0.092	0.72	-0.69	i	5	2	626	-0.29	1591
